p-CIP stab down – p/CIP-EGFP fusion destabilizers, primary screen, fluorescence, F442A cells | Q05BA5 | 16 h | decrease of EGFP signal, % at 10 µM | actives 0.01% (n = 290,000) | AID 1984, 2009;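 active = EGFP signal decrease of at least 30% at 10 µM or well 3 SD below plate mean, unless failing retest; inactive = the rest, including hits failing retest or dose response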; also: some compounds called inactive have numbers as strong as hits; many of its hits are not listed in these tables
VIM-2 inh – VIM-2 metallo-beta-lactamase inhibitors, primary screen, biochemical, epi-absorbance readout, Pseudomonas aeruginosa enzyme | purified VIM-2, nitrocefin hydrolysis, epi-absorbance fluorescence | inhibition, % at 5.6 µM | actives 0.89% (n = 290,000) | AID 1527, 2009;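 active = inhibition above the mean of all tested compounds plus 3 SD, cutoff set per screening run, cut at about 7.5% in these data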;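 also: red hydrolysis product quenches plate fluorescence so inhibitors raise well fluorescence; 0% = enzyme with DMSO and 100% = DMSO without enzyme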
GPR7 antagonist – GPR7 receptor antagonists, primary screen, cell-based, fluorescence, single concentration | inhibition, % at 4.4 µM | GPR7-expressing cells, fluorescence antagonist assay | Neuropeptides B/W receptor type 1 (Homo sapiens), P48145 | actives 1.1% (n = 290,000); in the data active = inhibition above about 16%, passing the limit was not always enough;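 also: cells stimulated with the agonist NPW; 0% = agonist with vehicle and 100% = vehicle without agonist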
Target sequence (P48145 whole entry, looked up): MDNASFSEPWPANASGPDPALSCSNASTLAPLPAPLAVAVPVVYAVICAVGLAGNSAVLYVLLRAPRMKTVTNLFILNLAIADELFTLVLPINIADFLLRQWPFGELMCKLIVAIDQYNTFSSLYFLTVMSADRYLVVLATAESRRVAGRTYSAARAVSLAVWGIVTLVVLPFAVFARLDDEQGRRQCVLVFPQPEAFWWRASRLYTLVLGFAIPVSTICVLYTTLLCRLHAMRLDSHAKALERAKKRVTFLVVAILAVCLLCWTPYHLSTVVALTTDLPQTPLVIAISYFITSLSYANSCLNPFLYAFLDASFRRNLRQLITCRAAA
IDE inh – human IDE inhibitors in live cells, primary screen, fluorescence polarization, HEK cells, FAbetaB substrate | Insulin-degrading enzyme (Homo sapiens), P14735 | FAbetaB cleavage | inhibition, % at 5.59 µM | actives 0.41% (n = 320,000);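 active = percent inhibition above the average of all tested compounds plus 3 SD, set per screening campaign, cut at about 16% in these data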;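 also: IDE supplied by intact live HEK cells; FP after avidin binding of uncleaved biotin substrate so inhibition keeps polarization high; 0% = DMSO wells and 100% = 60 µM reference IDE inhibitor Ii1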
PHOSPHO1 block – PubChem AID 1565. Phosphoethanolamine/phosphocholine phosphatase (Homo sapiens), Q8TCT1. recombinant PHOSPHO1, absorbance phosphatase assay. inhibition, % at 13.3 µM. actives 1.1% (n = 290,000); in the data active = inhibition above about 60%
Target sequence (Q8TCT1 whole entry, looked up): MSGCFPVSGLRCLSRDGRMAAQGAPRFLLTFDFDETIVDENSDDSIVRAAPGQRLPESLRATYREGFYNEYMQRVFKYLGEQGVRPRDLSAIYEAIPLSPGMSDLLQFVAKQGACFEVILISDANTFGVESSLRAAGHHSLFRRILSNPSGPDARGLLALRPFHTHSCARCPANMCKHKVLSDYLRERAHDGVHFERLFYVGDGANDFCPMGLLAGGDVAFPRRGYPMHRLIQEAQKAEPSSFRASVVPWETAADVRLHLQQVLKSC
M18AAP inhibitor – PfM18AAP inhibitors, malaria aminopeptidase, primary screen, biochemical, QFRET, recombinant enzyme; inhibition, % at 7.35 µM; AID 1822, 2009; actives 1.2% (n = 290,000); M18 aspartyl aminopeptidase (Plasmodium falciparum 3D7); H-Glu-NHMec fluorogenic cleavage;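 active = inhibition above the campaign mean inhibition over all tested compounds plus 3 SD, cut at about 28% in these data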;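 also: 0% = plate median of test compound wells and 100% = 2 mM ZnCl2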
NALP1 inh – NALP1 inflammasome inhibitors in reconstituted yeast, colorimetric, S. cerevisiae, triplicate retest; S. cerevisiae NALP1/ASC/caspase-1 growth, X-gal OD620, 72 h; actives 0.61% (n = 280,000); inhibition, % at 10 µM; in the data active = inhibition mostly above about 24%, no sharp cut-off; inactive = mostly below about 32%; also: some compounds called inactive have numbers as strong as hits
IDE cell activ – human IDE activators in live cells, primary screen, fluorescence polarization, HEK cells, FAbeta-B substrate | AID 493087, 2011 | FAbeta-B cleavage; 0% vehicle, 100% cell-free pure enzyme wells | activation, % at 5.96 µM | Insulin-degrading enzyme (Homo sapiens), P14735 | actives 0.073% (n = 340,000);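 active = activation above the mean of all tested compounds plus 3 SD, set per screening campaign, cut at about 17% in these data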
IMP-1 inh – IMP-1 metallo-beta-lactamase inhibitors, primary screen, biochemical, epi-absorbance readout, Pseudomonas aeruginosa enzyme; metallo-beta-lactamase IMP-1 (Pseudomonas aeruginosa); purified IMP-1, nitrocefin hydrolysis, epi-absorbance fluorescence; inhibition, % at 5.6 µM; actives 0.45% (n = 290,000); AID 1556, 2009;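 active = inhibition above the mean plus 3 SD of all compounds in the same screening run, cut at about 4.5% in these data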;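 also: 0% = IMP-1 with DMSO and 100% = DMSO wells lacking enzyme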
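System: purified IMP-1; amount: IMP-1 0.2 nM before substrate addition; compound: single dose, 5.6 µM; times: 25 °C, 15 min preincubation, 25 min reaction; signal: Epi-absorbance via hydrolysed-nitrocefin quenching of white-plate fluorescence, 480/530 nm, EDTA stop; benchmarks: DMSO with and without IMP-1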
Starred values were filed as active, the others as inactive; x = no result given.

Molecule	p-CIP stab down	VIM-2 inh	GPR7 antagonist	IDE inh	PHOSPHO1 block	M18AAP inhibitor	NALP1 inh	IDE cell activ	IMP-1 inh
CC(C)N1CCC(N2CCN(Cc3ccc(Oc4ncccn4)cc3)CC2CCO)CC1 (stereo not drawn)	-2.1	-1.1	7.0	-1.8	21.9	-7.2	x	-6.2	-1.5
Cc1cc(C(=O)N/N=C/c2ccc(O)c(O)c2O)c(C)n1-c1ccccc1	2.4	-0.8	-1.2	x	32.0	48.6*	-29.0	-5.5	-3.5
Cc1cc([N+](=O)[O-])nn1Cc1ccc(C(=O)N/N=C/c2ccccc2)cc1	-9.2	-3.2	-5.2	0.1	3.5	-1.9	24.1	4.0	-3.2
O=[N+]([O-])/C=C/c1cn(Cc2ccc(F)cc2)c2ccccc12	-2.0	0.7	12.2	1.5	41.7	14.6	5.6	2.2	-0.6
O=C(O)C1=C(C(=O)Nc2cc(C(F)(F)F)ccc2Cl)CCCC1	-6.7	3.5	-5.2	0.5	32.3	0.8	5.2	-5.4	9.9*
Clc1ccc(CSc2nnc(/C=C/c3ccccc3)o2)c(Cl)c1	-23.0	-3.0	-9.8	-12.1	17.6	-0.1	30.7	-3.6	-1.4
C=CCN(c1ccc(OC)cc1)S(=O)(=O)c1ccc(Cl)c(C(=O)OCC(=O)NC2CC2)c1	-5.3	-4.2	-6.5	-0.6	9.1	-6.1	-3.4	-0.7	-3.3
CCOC(=O)N1CCN(CC(=O)Nc2nc3ccccc3s2)CC1	1.3	0.7	-4.7	0.0	20.1	-5.3	12.4	-2.2	-1.6
COc1ccc(CNC(=O)C2CCN(S(=O)(=O)N3CCCC3)CC2)cc1	-5.9	-1.1	-0.9	2.7	1.2	-13.6	17.8	3.8	-1.2
COCC(=O)OCC(=O)N1N=C(c2ccc(Cl)cc2)CC1c1ccco1 (stereo not drawn)	14.0	9.9*	4.0	2.1	35.9	-8.1	2.3	-0.8	-1.2
CCOC(=O)Cc1nn2c(=O)cc(C)nc2s1	-5.6	-0.2	-14.2	11.0	2.1	-7.6	14.2	2.6	0.1
COc1ccc(-n2nc(C(=O)NCC(=O)Nc3cccc(Cl)c3)c3ccccc3c2=O)cc1OC	-13.4	1.4	6.9	1.0	36.0	7.0	24.8	3.4	3.0
CCN1CCc2c(OCC(=O)N3CCc4ccccc43)cccc2C1=O	-0.4	-1.6	-1.1	-10.7	56.6	-12.4	-24.6	x	0.4
Cc1c(C(=O)Nc2cccc([N+](=O)[O-])c2)sc2ncn(CC(=O)N3CCOCC3)c(=O)c12	-4.6	-0.6	9.1	-1.1	27.9	0.7	14.8	7.7	-0.6
COc1ccc(C2=NS(=O)(=O)N(C)C(C(=O)NCc3ccco3)=C2)cc1OC	-6.4	-0.3	-8.7	7.4	22.8	10.1	8.5	0.4	-4.8
CCCCNC(=O)C1(O)c2cc(Br)ccc2NC(=O)N1c1cccc(OC)c1 (stereo not drawn)	-4.2	1.2	4.5	-2.1	x	-8.1	22.1	4.0	-1.4
COCC(C)n1c(SC(C)C(=O)NC2CCCCC2C)nc2ccccc2c1=O (stereo not drawn)	-5.5	-2.1	7.4	-1.1	42.6	1.3	7.2	3.1	-0.4
CN1CCN(C(=S)NC(=O)c2ccc(Cl)cc2)CC1	-13.6	-4.7	-5.8	x	12.9	4.8	13.5	-5.7	-3.7
CCc1ccc(Nc2ncccc2C#N)cc1	-0.7	0.8	-1.3	-6.7	45.9	-5.1	14.1	6.9	-1.7
Cc1ccccc1CN1CCN(S(=O)(=O)c2ccc(Cl)s2)CC1	-5.9	-2.0	-18.0	-6.8	31.8	-4.2	16.6	6.0	-1.8
CC(C)CCNC(=O)C12CN(Cc3ccccc3)CC1C(c1ccc([N+](=O)[O-])cc1)=NO2 (stereo not drawn)	-9.3	-0.8	-10.3	-3.4	32.6	1.4	25.8	0.8	-1.9
O=C(/C=C/c1ccco1)NC(=S)Nc1cccc(-c2nc3ccccc3o2)c1	10.1	-0.4	-3.7	2.1	15.4	3.4	19.6	-5.1	-1.6
CCOc1ccc(OCC)c(NC(=O)C2CCN(c3cnccn3)CC2)c1	4.6	-3.9	-5.6	1.1	43.7	1.9	8.6	4.2	-1.5
COc1cc(/C=C2\N=C3CCCCCN3C2=O)ccc1O	-0.4	-3.2	0.0	3.6	67.2*	14.6	-2.6	-11.2	-0.5
COc1ccc(/C=C(\C#N)C(=O)OCC(=O)NCc2ccc(Cl)cc2)cc1	5.7	-0.2	-1.8	-1.7	-6.2	-3.4	19.8	x	-2.7
CN(C)/C=C(/C(=O)c1ccccc1)n1cncn1	-10.2	-2.9	-11.0	-3.0	16.3	18.9	-5.0	-1.7	-1.2
O=C(Nc1ccccc1)N(C1=NCCCCS1)c1cccc2ccccc12	-0.7	-1.0	6.1	-0.8	-72.3	-8.1	7.5	3.1	-0.5
CNc1nnc(-c2cccc(N(C)C)c2)s1	-2.6	-0.5	-9.6	-1.8	-10.1	5.0	4.6	2.3	-3.0
COc1ccc(C(=O)Nc2nnc(C3=COCCO3)o2)cc1OC	-20.1	-4.6	-13.2	2.9	47.5	2.1	0.6	-4.7	-2.6
Cc1cccc(C)c1NC(=O)N1CCC(n2c(=O)[nH]c3ccccc32)CC1	-6.8	1.4	-9.6	2.2	-7.3	3.2	-6.0	4.8	-2.5

Not a retest: entries from further up.
Molecule	p-CIP stab down	VIM-2 inh	GPR7 antagonist	IDE inh	PHOSPHO1 block	M18AAP inhibitor	NALP1 inh	IDE cell activ	IMP-1 inh
COc1ccc(C2=NS(=O)(=O)N(C)C(C(=O)NCc3ccco3)=C2)cc1OC	-6.4	-0.3	-8.7	7.4	22.8	10.1	8.5	0.4	-4.8
CCCCNC(=O)C1(O)c2cc(Br)ccc2NC(=O)N1c1cccc(OC)c1 (stereo not drawn)	-4.2	1.2	4.5	-2.1	x	-8.1	22.1	4.0	-1.4

Remaining list, next part
Molecule	p-CIP stab down	VIM-2 inh	GPR7 antagonist	IDE inh	PHOSPHO1 block	M18AAP inhibitor	NALP1 inh	IDE cell activ	IMP-1 inh
Cn1cc([N+](=O)[O-])c(C(=O)NCC(=O)O)n1	2.6	-2.7	-2.8	-1.0	47.6	2.8	5.6	8.2	-3.2
Cc1ccccc1NC(NC(=O)OCCn1c([N+](=O)[O-])cnc1C)C(Cl)(Cl)Cl (stereo not drawn)	-3.5	-0.1	15.6	5.0	-6.0	-3.6	15.4	5.5	-0.1
Nc1nc(-c2c[nH]c3ccccc23)cs1	4.0	-1.1	-11.0	-7.1	1.3	12.8	22.8	-4.9	-2.5
Cc1oc(C(C)(C)C)cc1C(=O)NC(Cc1ccccc1)C(=O)O (stereo not drawn)	-11.2	-0.1	-3.4	-5.2	24.1	-11.2	17.1	8.1	-0.5
COc1cccc(/C=N/n2cnnc2)c1OCc1ccccc1	-11.1	-2.3	-9.4	-0.4	12.1	12.0	6.9	2.9	-4.5
COc1cc(OC)c(OC)cc1/C=N/NC(=O)CCc1c(C)n[nH]c1C	-11.2	-1.1	-17.8	4.9	11.7	-6.0	14.9	2.0	-2.8
Cc1ccc(S(=O)(=O)N2c3ccccc3OCC2C(C)(C)C)cc1 (stereo not drawn)	6.2	-1.7	-11.7	-1.1	-10.4	-3.4	-4.4	0.3	-1.2
O=C(CCCCCNC(=O)N1CCn2c1nc1ccccc12)N[C@H](Cc1ccccc1)C(=O)O	5.2	-3.3	5.3	-0.3	33.8	3.7	4.2	2.2	-3.8
Cc1ccccc1NC(=O)C1CC(=O)OC12CCOC(C)(C)C2 (stereo not drawn)	-10.7	-1.9	-13.1	-1.3	24.8	-5.0	23.6	2.0	-1.9
CC(C)(C)c1ccc(NC(=O)COC(=O)c2ccc(NS(=O)(=O)c3ccc(F)c(F)c3)cc2)cc1	-1.0	-3.9	-6.7	-3.3	-10.7	-7.5	30.5	4.1	-3.5
CCCOc1ccc(C(=O)NC2CCSc3ccccc32)cc1 (stereo not drawn)	-8.5	-1.9	21.7	2.6	31.6	-7.4	15.8	0.5	-3.0
CCN(C(=O)c1ccc2c(SCC(=O)O)c3c(nc2c1)CCC3)c1cc(Cl)ccc1OC	-8.8	-1.1	1.6	-0.2	19.1	-8.2	-1.3	5.1	-1.1
O=C(C1=C[C@H](C2CCCCC2)C[C@H](OCc2ccc(CO)cc2)O1)N1CCOCC1	-10.9	-2.7	-5.3	2.6	27.7	-3.3	3.5	-2.6	-3.6
FC(F)(F)c1ccc(Cl)c(NC(=S)N/N=C/c2ccccc2Cl)c1	4.8	-2.5	4.0	11.6	-14.5	-7.0	-13.8	x	-3.6
O=C(CNC(=O)c1ccco1)Nc1ccc(Cl)cc1	2.9	-1.9	-1.7	-1.0	20.3	-3.2	8.1	3.6	-2.8
CC(C)n1cnc2c(Nc3ccc(F)c(Cl)c3)nc(NCCO)nc21	3.7	0.2	-0.5	2.2	-13.0	-2.5	2.6	4.1	-0.8
CC(=O)NCCn1c(SCC(=O)NC2CCCCC2)nc2ccccc2c1=O	-3.2	-0.9	-2.0	1.7	-10.1	0.3	10.3	3.2	-1.1
C=CCOc1ccc(C2CC(C)=NN2c2ccccc2)cc1 (stereo not drawn)	-19.8	-1.7	0.3	4.7	-6.9	-1.1	30.0	0.7	-1.5
CCCSc1nc2c(c(=O)n(C)c(=O)n2C)n1C	9.1	0.0	-3.3	7.0	34.2	0.9	20.5	0.3	-3.2
COc1cc(NC(=O)c2ccco2)c(OC)cc1NC(=O)CSc1ncc(-c2ccc(F)cc2)[nH]1	7.9	0.7	10.3	7.8	74.0*	-8.1	7.8	-8.5	-0.9
CCOC(=O)c1sc(SC)c(C(C)=O)c1C	-8.4	-3.9	-8.0	1.3	4.4	-2.0	5.9	1.3	-5.4
Cc1nc(NC(C)c2ccccc2)sc1C(=O)Nc1ccccc1 (stereo not drawn)	-5.0	-0.8	-9.8	4.4	60.9*	2.5	-3.9	2.6	-1.4
Cc1noc(C)c1COc1ccc(CC(=O)NCCc2ccccc2)cc1	9.2	-4.2	2.5	-0.4	-18.8	-4.7	8.3	5.4	-2.8
COc1cc(C(=O)NC(=S)Nc2ccc(Cc3ccncc3)cc2)cc(OC)c1OC	-3.3	0.3	-5.4	4.7	2.5	0.9	7.7	-1.6	2.2
O=C(NNC1=NCCC1)c1cccc(S(=O)(=O)N2CCCCC2)c1	-7.1	-3.5	-3.9	1.4	-7.1	0.5	19.8	4.7	-0.2
O=C(O)C1CCCCC1C(=O)NCc1ccc(F)cc1 (stereo not drawn)	-10.5	-0.5	7.5	-4.8	2.3	-3.2	5.6	0.8	-1.9
